High-throughput results deposited in PubChem by Sanford-Burnham Center for Chemical Genomics.
MPTP block: blocks calcium-induced mitochondrial swelling; isolated mouse mitochondria, Ca2+ swelling absorbance, 30 min; inhibition, % at 10 µM; actives 1.4% (n = 360,000); AID 602449;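 active = inhibition of 50% or more, scaled per plate between neutral and stimulator controls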;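 also: 0% = DMSO wells given calcium and 100% = 1 mM EGTA wells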
hIAP inh: human IAP inhibition; actives 0.12% (n = 330,000); inhibition, % at 10 µM; P09923; purified IAP, CDP-Star luminescence, 30 min;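 active = inhibition reaching a set limit with compound at 10 µM in the primary screen, cut at about 35% in these data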;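 also: plate controls were DMSO wells with enzyme for no effect and no-enzyme buffer wells for full effect; values of inactives mirror those of a sister screen read the other way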
Target sequence (P09923 whole entry, looked up): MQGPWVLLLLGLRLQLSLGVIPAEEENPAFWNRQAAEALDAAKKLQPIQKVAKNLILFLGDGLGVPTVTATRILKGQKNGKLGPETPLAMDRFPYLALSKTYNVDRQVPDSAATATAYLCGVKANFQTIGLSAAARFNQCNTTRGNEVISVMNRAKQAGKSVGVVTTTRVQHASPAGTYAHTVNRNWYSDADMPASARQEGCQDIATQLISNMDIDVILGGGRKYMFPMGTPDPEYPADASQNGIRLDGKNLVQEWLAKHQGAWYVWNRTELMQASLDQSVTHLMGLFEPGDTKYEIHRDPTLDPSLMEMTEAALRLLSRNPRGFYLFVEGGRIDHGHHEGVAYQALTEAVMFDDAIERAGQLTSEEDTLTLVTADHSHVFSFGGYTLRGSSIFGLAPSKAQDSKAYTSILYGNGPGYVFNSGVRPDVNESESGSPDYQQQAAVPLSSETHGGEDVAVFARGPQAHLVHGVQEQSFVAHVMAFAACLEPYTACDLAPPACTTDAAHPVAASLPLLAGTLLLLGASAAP
mIAP block: mouse IAP inhibition; purified mouse IAP, CDP-Star luminescence, 30 min; inhibition, % at 10 µM; actives 0.2% (n = 330,000); AID 2806;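 active = inhibition of at least 40% at 10 µM in the primary screen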;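 also: plate controls were DMSO with enzyme for no effect and no enzyme wells for full effect; values of inactives mirror those of a sister screen read the other way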
APOBEC3G inh: inhibitors of human APOBEC3G DNA deaminase | Q9HC16 | recombinant A3G, ssDNA deamination FAM/TAMRA fluorescence | actives 0.28% (n = 330,000) | AID 493012 | inhibition, % at 20 µM;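 active = inhibition of at least 40% at 20 µM, with no more than 30% in the related APOBEC3A deaminase screen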;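 also: plate controls were DMSO wells with A3G for no effect and wells lacking A3G enzyme for full effect; some compounds called inactive have numbers as strong as hits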
beta cell repl: MIN6 beta-cell proliferation induction; MIN6 cells proliferation, ATPlite luminescence, 48 h; cells starved in 0.2% serum; 100% = growth in 10% serum; proliferation, % at 10 µM; actives 0.29% (n = 330,000);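 active = compounds whose signal lies at least 3.5 SD above the mean of all wells on their plate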;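 also: 0% = DMSO-treated cells in low-serum medium and 100% = 10% serum control; some compounds called inactive have numbers as strong as hits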
hIAP activ: human IAP activation; P09923; purified human IAP, CDP-Star luminescence, 30 min; active compounds read high; 1 = vehicle-only enzyme, 0 = enzyme-free background; activation factor at 10 µM; actives 0.16% (n = 330,000); AID 2524;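 active = activation factor of the enzyme at least 2-fold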; also: the source names both 10 and 20 µM as test concentration; values of inactives mirror those of a sister screen read the other way
mIAP activ: mouse IAP activation | muIAP, CDP-Star luminescence, 30 min; active compounds read high; 1 = vehicle-only enzyme signal, 0 = enzyme-free wells | activation factor at 10 µM | actives 0.24% (n = 330,000);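 active = activation factor of at least 2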; also: the source names both 10 and 20 µM as test concentration; values of inactives mirror those of a sister screen read the other way
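System: Mouse IAP enzyme | Also added: CDP-Star substrate | Dosing: Compounds dispensed in DMSO | Schedule: 30 min enzyme-substrate-compound incubation at room temperature | Technique: Chemiluminescence readout | Control set: DMSO-only wells and no-enzyme negative control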
ATG4B inhibitor: blocks human ATG4B protease cleavage of LC3 substrate; Q9Y4P1; ATG4B cleavage of LC3-PLA2, NBD-HPC fluorescence, 1 h; inhibition, % at 8.33 µM; actives 0.51% (n = 340,000); AID 504462; in the data active = inhibition above about 40%
Target sequence (Q9Y4P1 whole entry, looked up): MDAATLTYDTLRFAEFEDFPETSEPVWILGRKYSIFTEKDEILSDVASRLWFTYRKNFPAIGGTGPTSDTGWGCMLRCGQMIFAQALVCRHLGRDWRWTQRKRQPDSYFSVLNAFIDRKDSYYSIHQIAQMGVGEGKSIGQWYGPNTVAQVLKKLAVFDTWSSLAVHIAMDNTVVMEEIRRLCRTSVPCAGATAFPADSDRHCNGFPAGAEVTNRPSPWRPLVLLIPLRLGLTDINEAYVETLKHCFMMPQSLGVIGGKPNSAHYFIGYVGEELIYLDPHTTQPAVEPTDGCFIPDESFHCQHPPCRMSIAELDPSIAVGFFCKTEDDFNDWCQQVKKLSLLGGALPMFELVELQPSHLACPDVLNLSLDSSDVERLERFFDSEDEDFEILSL
A3A deaminase: human APOBEC3A DNA deaminase inhibition | recombinant A3A, FAM/TAMRA ssDNA deamination fluorescence | inhibition, % at 20 µM | actives 0.41% (n = 330,000) | AID 493011;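 active = at least 40% inhibition at 20 µM here, with at most 30% in a related deaminase screen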;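 also: plate controls were A3A with DMSO for no effect and wells lacking A3A enzyme for full effect; some results filed as inactive read as strong as hits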
Numbers without * were called inactive; x = no result given.

Every second line gives: MPTP block	hIAP inh	mIAP block	APOBEC3G inh	beta cell repl	hIAP activ	mIAP activ	ATG4B inhibitor	A3A deaminase
> C/C(=N\NC(=O)c1ccn(C)n1)c1ccco1
    -0.6	0	5	-9	0	1	0.95	1	2
> Cc1noc(C)c1CSCC(=O)Nc1cc(Cl)ccc1N1CCOCC1
    -1.4	6	-2	-2	4	0.94	1	1	3
> O=C(Nc1nncs1)c1cc(-c2ccco2)nc2ccccc12
    1.0	-12	24	20	-6	1.1	0.76	-2	17
> N#CCS(=O)(=O)c1ccccc1
    0.6	3	-2	1	-1	0.97	1	-11	-1
> CC(=O)C1=C(c2ccccc2)OC(N)=C(C#N)C1c1ccccc1C (stereo not drawn)
    -0.6	-15	2	-7	0	1.2	0.98	-5	-3
> COc1ccccc1C(=O)Nc1cc(C)ccc1NC(=O)c1ccco1
    0.0	-31	6	1	2	1.3	0.94	-2	11
> Cc1ccc(OCC(O)CNS(=O)(=O)c2ccccc2C(=O)N2CCCCC2)cc1 (stereo not drawn)
    1.0	18	10	-1	2	0.82	0.9	14	-1
> COc1ccc(OC)c(S(=O)(=O)Oc2ccc(N)c3ccccc23)c1
    4.7	-24	6	3	-4	1.2	0.94	-6	-3
> CCn1c(SCC(=O)O)nnc1-c1cccnc1
    -1.9	4	2	-4	1	0.96	0.98	-4	-3
> CC(C)c1cccc(C(C)C)c1OC(=O)[C@H]1OC(C(C)(C)C)=C[C@@H]1c1ccccc1
    1.2	7	-2	-2	-8	0.93	1	9	-2
> CCc1ccc(CN2CCC(Oc3ccc(C(=O)NCc4ccccn4)cc3)CC2)o1
    0.6	18	-9	13	1	0.82	1.1	-4	2
> CC(=O)Nc1ccc(NC(=O)C2CCN(S(=O)(=O)c3cccc4nonc34)CC2)cc1
    -1.2	-21	-7	-2	-1	1.2	1.1	16	2
> Cc1cc(C)cc(OCC(=O)OCC(=O)NCCC2=CCCCC2)c1
    -5.1	-4	6	-6	-1	1	0.94	8	-4
> O=C(O)CSCc1nc2ccccc2[nH]1
    -5.5	3	5	-7	-2	0.97	0.95	-13	-2
> CCCCc1nc(Cl)c(CO)n1Cc1ccc(-c2ccccc2-c2nnn[nH]2)cc1
    0.0	-7	-18	-4	-3	1.1	1.2	-1	-1
> Cc1ccc(N(C(=O)Nc2ccccc2)C2=NCCC2)cc1
    0.1	4	-10	-1	-4	0.95	1.1	-9	2
> COc1ccccc1CNC(=O)CCS(=O)(=O)c1ccc2c(c1)CC(C)N2C(=O)C1CC1 (stereo not drawn)
    -1.5	23	-2	-5	1	0.77	1	-10	-4
> Cc1ccc(NC(=O)N[C@H](C(=O)O)C(C)C)c(C)c1
    1.6	4	6	-4	2	0.96	0.94	-3	0
> COc1cc(-c2nn3c(-c4cccnc4)nnc3s2)cc(OC)c1OC
    -3.5	14	-1	2	-1	0.86	1	9	8
> CCCC1C2CN(C(C)=O)CC=C2C(C#N)=C(N)C1(C#N)C#N (stereo not drawn)
    -0.3	1	0	-7	-3	0.99	1	-8	-2
> Cc1ccc(S(=O)(=O)N(CCCN(C)C)Cc2ccc3c(c2)OCO3)cc1
    -0.5	-9	3	2	-4	1.1	0.97	1	-4
> COc1ccc(-c2nc3ccccc3n2Cc2ccc(C)cc2)cc1
    -1.2	-3	-6	-5	-4	1	1.1	8	-5
> COCC(=O)N1CCC(Oc2ccc(C(=O)NCc3csc(C(C)C)n3)cc2)CC1
    5.3	-2	8	-5	-1	1	0.92	-1	-5
> CSc1nc(N)nc(SCC(=O)C(C)(C)C)c1C#N
    3.6	-3	-1	-7	-1	1	1	-4	-8
> CCCCCC(=O)NNC1=NCC(Cc2ccccc2)S1 (stereo not drawn)
    -1.1	-95	-16	-7	0	1.9	1.2	5	-7
> CC(=O)c1cccc(NC(=O)COC(=O)Cn2cnc3ccccc32)c1
    0.1	4	-10	-2	5	0.96	1.1	-11	1
> Cc1ccc(-c2csc(=S)n2CC(=O)OCC(=O)NCc2ccc(F)cc2)cc1
    x	-10	17	-6	-5	1.1	0.83	x	-3
> CCN(CC)c1ccc(NC(=O)CSc2ccsc2[N+](=O)[O-])c(C)c1
    2.6	8	13	3	-6	0.92	0.87	28	13
> CC(C)c1nc(CN2CCCCC2)cc(=O)[nH]1
    -1.1	-6	-17	2	8.9*	1.1	1.2	-7	2
> O=c1c2c3c(sc2nc2n1N=C(c1cccs1)CS2)CCCC3
    1.1	-9	11	5	-7	1.1	0.89	-3	2
> Oc1ccccc1/C=N/N1CCCCC1
    1.7	16	6	-3	-2	0.83	0.94	-6	-1
> COc1cccc(CC(=O)OCC(=O)NNC(=O)c2ccc(Br)cc2)c1
    -1.2	-34	-5	-4	2	1.3	1.1	2	-2
> CCCOP(=O)(c1ccc(N(C)C)cc1)C(Nc1ccccc1)c1ccc(C)cc1 (stereo not drawn)
    10	-29	-5	3	-4	1.3	1.1	-5	-4
> COc1ccc(N/N=C2/CCCCC2=O)cc1
    1.6	11	6	-4	-4	0.89	0.94	-7	-2
> COC(=O)N/N=C/C1=CCC2CC1C2(C)C (stereo not drawn)
    -1.2	15	8	-8	-2	0.85	0.92	-13	0
> O=C(NCc1ccco1)c1ccc(COc2ccc(Cl)cc2)cc1
    2.2	-2	1	-6	0	1	0.99	0	-2
> O=C(C1=C(O)C(=O)N(CCN2CCOCC2)C1c1ccc([N+](=O)[O-])cc1)c1cc2ccccc2o1 (stereo not drawn)
    -1.2	2	5	-1	-2	0.98	0.95	-3	-2
> COCCn1c(-c2ccco2)csc1=Nc1cccnc1
    -2.9	8	2	-4	0	0.92	0.98	8	1
> Cc1ccc([N+](=O)[O-])cc1NC(=O)CCSc1ccc(Cl)cc1
    1.0	9	11	-5	-5	0.91	0.89	-2	-1
> O=C(CC1SC(=O)N(c2ccccc2)C1=O)Nc1cccc2ccccc12 (stereo not drawn)
    3.2	11	16	-4	-2	0.89	0.84	-10	-4
> O=C(NCCCc1ccccc1)C1CCN(c2nnc(-n3cccc3)s2)CC1
    -0.8	4	-22	-14	-2	0.96	1.2	-11	-3
> Cc1cc(C)cc(NC(=O)c2ccc(CNc3c(N4CCOCC4)c(=O)c3=O)cc2)c1
    -1.9	12	-2	4	-2	0.88	1	-1	2
> Cc1ccc(C)c(CN2CCSCC2)c1
    0.0	-11	-1	-3	-1	1.1	1	-4	-2
> CNC(=O)/C(C#N)=C1\SC(Cc2ccc(F)cc2)C(=O)N1c1ccccc1C (stereo not drawn)
    0.4	-28	-1	3	5	1.3	1	5	0
> CCOC(=O)c1cc(-c2ccccc2C)nn1Cc1cc(CC)no1
    0.6	-12	5	-3	-2	1.1	0.95	21	1
> CCNC(=O)NC1(C(=O)Nc2ccc3c(c2)CCC3)CCCCC1
    2.6	0	0	3	0	1	1	-14	2
> Cc1cc(C)c(C#N)c(SCc2cc3c(cc2Cl)OCO3)n1
    0.0	-6	-9	-2	-1	1.1	1.1	3	1
> COc1cc2c(cc1OC)-c1c(OC)c(OC)cc3ccnc(c13)C2=O
    -1.0	11	-7	28	-7	0.89	1.1	-12	12
> CCCc1cc(=O)[nH]c(SCC(=O)N2CCN(c3ccccc3)CC2)n1
    -1.4	14	-6	-5	-3	0.86	1.1	-6	-3
> O=C(NC(=S)N1CCN(c2ccccn2)CC1)c1ccccc1
    -0.9	1	0	-6	0	0.99	1	-3	-4

Further structures follow:
Every second line gives: MPTP block	hIAP inh	mIAP block	APOBEC3G inh	beta cell repl	hIAP activ	mIAP activ	ATG4B inhibitor	A3A deaminase
> COc1ccc(NC(=O)CC2Oc3ccccc3NC2=O)c(OC)c1 (stereo not drawn)
    -0.7	-2	1	-8	0	1	0.99	3	-5
> Cc1ccc(S(=O)(=O)NCCc2ccc(S(N)(=O)=O)cc2)cc1
    0.9	12	4	-5	0	0.88	0.96	-10	-2
> CCN1CCN(S(=O)(=O)Cc2ccccc2)CC1
    0.7	-5	-7	-3	-2	1.1	1.1	5	-1
> Cc1ccc(NC(=O)C(=O)NCC2CCN(C(=O)c3cccc([N+](=O)[O-])c3)CC2)cc1
    -2.2	4	10	-6	-1	0.96	0.9	-13	1
> CCOC(=O)c1nn(-c2ccccc2C)c(=O)cc1OCC(=O)Nc1cccc(OC)c1
    0.3	-1	3	1	-5	1	0.97	1	-3
> CCC(C)NC(=O)CNC(=O)c1nn(-c2ccc(OC)cc2OC)c(=O)c2ccccc12 (stereo not drawn)
    0.3	-12	-7	-5	0	1.1	1.1	-7	-2
> CCOC(=O)C1CCN(C(=O)CCNS(=O)(=O)c2ccc3c(c2)CCN3C(=O)CC)CC1
    -0.8	-8	2	-4	0	1.1	0.98	0	-2
> COc1ccc(-c2ccc3oc(-c4ccc(OC)cc4)c(-c4ccc(OC)cc4)c3c2)cc1
    0.6	-4	-11	-10	-4	1	1.1	-7	-4
> COCCN1Cc2cccc(C(=O)NC(C)c3cccs3)c2C1=O (stereo not drawn)
    -0.2	-1	2	-2	5	1	0.98	-11	2
> Cn1ccnc1SCC(=O)Nc1ccccc1
    -2.6	4	3	3	0	0.96	0.97	-6	9
> CC(OC(=O)c1cc(S(=O)(=O)N2CCOCC2)ccc1F)C(=O)NCC1CCCCC1 (stereo not drawn)
    -0.7	-8	6	-2	-1	1.1	0.94	-6	0
> Cc1ccc(C(=O)c2ncc[nH]2)cc1
    -1.1	-5	-4	-12	3	1.1	1	-18	-5
> O=C(O)CSCC(=O)Nc1ccc(C(F)(F)F)cc1
    0.8	-16	-1	-3	-4	1.2	1	-4	-1
> Cc1cc(NC(=O)CN2C(=O)CCSc3ccccc32)no1
    0.3	-5	-3	-4	1	1.1	1	-2	2
